CHRM4 antagonist: antagonists of human muscarinic M4 receptor (CHRM4) | hit rate 0.73% among 360,000 | CHO-hM4 cells, ACh EC80, Fluo-8 calcium fluorescence | P08173 | inhibition, % at 3 µM;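 active = inhibition above its plate's cutoff, the mean inhibition of sample wells plus 3 SD, cut at about 27% in these data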;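 note: 0% = acetylcholine EC80 with DMSO and 100% = DMSO without agonist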
Target sequence (P08173 whole entry, looked up): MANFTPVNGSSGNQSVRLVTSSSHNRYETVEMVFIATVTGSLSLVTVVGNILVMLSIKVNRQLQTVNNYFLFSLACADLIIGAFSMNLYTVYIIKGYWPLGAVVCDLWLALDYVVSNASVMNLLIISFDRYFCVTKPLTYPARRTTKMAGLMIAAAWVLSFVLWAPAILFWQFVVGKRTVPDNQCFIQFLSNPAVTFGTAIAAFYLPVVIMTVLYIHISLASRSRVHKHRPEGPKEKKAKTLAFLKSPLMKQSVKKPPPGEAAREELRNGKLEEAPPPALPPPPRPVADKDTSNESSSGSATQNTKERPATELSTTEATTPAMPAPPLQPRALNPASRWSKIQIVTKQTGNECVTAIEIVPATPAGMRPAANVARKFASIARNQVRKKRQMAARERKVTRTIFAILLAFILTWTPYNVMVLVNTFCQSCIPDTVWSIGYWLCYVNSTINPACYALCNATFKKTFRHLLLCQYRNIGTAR
CHO-K1 Ca PAM: nonselective activator or artifact in parental CHO-K1 calcium assay | activation, % at 3 µM | ATP EC20, Fluo-8 calcium fluorescence; 0% at ATP EC20, 100% at ATP max | hit rate 0.02% among 360,000;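 active = activation above the run cutoff, the mean activation of all test compounds plus 3 SD, cut at about 40% in these data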;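 note: peak over basal fluorescence ratio in a 140 s read after ATP addition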
CHO-K1 Ca ag: M1 agonist counterscreen hit in parental CHO-K1 cells; Fluo-8 calcium fluorescence; scaled to maximal ATP response, vehicle zero; activation, % at 3 µM; hit rate 0.48% among 360,000; in the data active = activation above about 15%;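 note: untransfected CHO-K1 host cells lacking M1 receptor as counterscreen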
CHO-K1 Ca antag: nonselective inhibitor or artifact in parental CHO-K1 cells | hit rate 0.6% among 360,000 | inhibition, % at 3 µM | ATP-induced calcium, Fluo-8 fluorescence;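 active = inhibition above a per-plate cutoff, the plate's mean sample inhibition plus 3 SD, cut at about 24% in these data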;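 note: 0% = DMSO plus EC80 ATP and 100% = DMSO alone without ATP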
CHRM4 agonist: CHRM4 agonism in calcium assay | P08173 | CHO-K1 hM4/Gqi5, Fluo-8 calcium fluorescence; vehicle 0%, full acetylcholine response 100% | activation, % at 3 µM | hit rate 0.14% among 360,000;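 active = activation above the run mean over all test wells plus 3 SD, cut at about 32% in these data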;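 note: peak over basal fluorescence ratio per well then scaled between controls; 0% = DMSO wells and 100% = acetylcholine at EC100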
CHRM5 agonist: agonists of human muscarinic M5 receptor (CHRM5); CHO-K1 hM5 cells, Fluo-8 calcium fluorescence; 0% DMSO wells, 100% maximal acetylcholine response; activation, % at 3 µM; hit rate 0.19% among 360,000; AID 624037;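 active = activation above the run's mean over test compounds plus 3 SD, cut at about 23% in these data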;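 note: signal is peak over basal fluorescence ratio across the kinetic read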
Target sequence (P08912 whole entry, looked up): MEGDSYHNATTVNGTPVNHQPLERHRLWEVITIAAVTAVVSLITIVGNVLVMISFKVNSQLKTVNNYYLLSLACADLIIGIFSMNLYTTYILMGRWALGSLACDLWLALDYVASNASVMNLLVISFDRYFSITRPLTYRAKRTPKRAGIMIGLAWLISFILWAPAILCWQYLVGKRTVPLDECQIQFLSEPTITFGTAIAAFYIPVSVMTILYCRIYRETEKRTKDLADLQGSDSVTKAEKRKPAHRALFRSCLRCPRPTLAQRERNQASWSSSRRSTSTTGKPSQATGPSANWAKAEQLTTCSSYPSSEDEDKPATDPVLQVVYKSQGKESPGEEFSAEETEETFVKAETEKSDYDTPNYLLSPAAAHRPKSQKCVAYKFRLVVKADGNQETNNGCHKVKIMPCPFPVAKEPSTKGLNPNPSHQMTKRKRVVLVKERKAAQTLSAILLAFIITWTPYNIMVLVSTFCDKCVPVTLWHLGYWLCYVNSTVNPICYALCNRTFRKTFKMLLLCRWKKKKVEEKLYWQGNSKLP
CHRM4 PAM: potentiates acetylcholine response at human M4 receptor | P08173 | CHO-K1 hM4/Gqi5, Fluo-8 calcium fluorescence, ACh EC20; 0% = ACh EC20, 100% = maximal ACh | activation, % at 3 µM | hit rate 0.4% among 360,000 | AID 624126;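 active = activation above its plate's cutoff, the mean activation of sample wells plus 3 SD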; note: some results filed as inactive read as strong as hits
CHRM5 antagonist: antagonists of human muscarinic M5 receptor (CHRM5). inhibition, % at 3 µM. AID 624040. P08912. CHO-hM5 cells, Fluo-8 calcium fluorescence, ACh EC80. hit rate 0.59% among 360,000;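 active = inhibition above a per-plate cutoff, the mean of that plate's test compounds plus 3 SD, cut at about 27% in these data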;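 note: 0% = acetylcholine EC80 with DMSO and 100% = DMSO without agonist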
M5 PAM: CHRM5 positive allosteric modulation; P08912; CHO-K1 hM5, Fluo-8 calcium, ACh EC20 PAM; 0% = ACh EC20, 100% = ACh EC100; activation, % at 3 µM; hit rate 0.3% among 360,000; AID 624038;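 active = activation above the run cutoff, the mean activation of all test compounds plus 3 SD, cut at about 18% in these data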
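Assay system – human M5 receptor in CHO-K1 cells · Read-out – % activation, ACh-normalized · Technique – Fluo-8 calcium fluorescence · Dosing – single-point, 3 µM nominal · Incubation – Fluo-8 loading 80 min at 37 °C plus 30 min room temperature · Repeats – singlicate, one well per test compound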
The depositor's hits bear a star. The order is random (roughly 2.7% active in at least one column).

SMILES	CHRM4 antagonist	CHO-K1 Ca PAM	CHO-K1 Ca ag	CHO-K1 Ca antag	CHRM4 agonist	CHRM5 agonist	CHRM4 PAM	CHRM5 antagonist	M5 PAM
COc1cccc(N(CC(=O)NCc2cccnc2)S(C)(=O)=O)c1	16	18	-0.2	-7	1	1	-3	4	-3
COc1ccc2sc(NC(=O)CC(C)C)nc2c1	9	8	0.5	-2	-1	-4	-5	5	-6
COc1cccc(-c2ccc(NC(=O)C3CCCN(Cc4cc(C)[nH]n4)C3)cc2)c1 (centres undefined)	10	-2	1.4	-2	3	-4	2	1	-6
COc1ccc(N2CCCC2)c(NC(=O)COc2ccccc2Cl)c1	-2	14	0.4	-18	0	-3	-6	19	2
Cc1nc2sc(C(c3ccco3)N3CCC(Cc4ccccc4)CC3)c(O)n2n1 (centres undefined)	-4	13	0.4	-3	2	1	1	2	-3
Cc1cc(NS(=O)(=O)c2ccc(NC(=O)c3ccccc3F)cc2)no1	-12	-22	0.2	15	0	-2	10	11	8
O=S1(=O)CC(N2CCSCC2)CN1Cc1cn(Cc2ccccc2)nn1 (centres undefined)	0	1	0.8	-2	1	1	4	-5	2
O=C1NC[C@H](Cc2ccccc2)N(C[C@H]2CCCN2C[C@H](Cc2ccccc2)N2C[C@H](Cc3ccccc3)N(CC3CCCCC3)C(=O)C2=O)C1=O	8	13	0.0	0	-1	-2	-4	4	-5
CNc1ncnc2c1ncn2[C@H]1CN(Cc2ccncc2)C[C@@H](CO)O1	1	-9	0.2	3	1	1	3	-3	3
CC1(C#N)c2ccccc2C(Br)=CN1C(=O)c1ccccc1 (centres undefined)	-2	26	0.3	-11	-2	1	9	8	6
Cc1nnc(SCC(=O)N2CCN(S(=O)(=O)c3ccc(Cl)cc3)CC2)n(N)c1=O	-7	13	0.2	-7	1	-3	8	9	-7
CCCC(=O)Nc1ccc(Cc2ccc(NC(=O)CCC)c(C(=O)O)c2)cc1C(=O)O	-5	7	0.2	2	1	1	4	-21	4
CS(=O)(=O)c1cnc(-c2ccccc2)nc1Oc1ccc(F)cc1	-6	25	0.6	-14	1	-2	7	-5	1
COc1ccc(NC(=O)Cn2nc(C(F)(F)F)c3c2CCCC3)cc1OC	-10	-8	4.1	3	6	7	1	-3	-5
COc1cc2nc(SCC(=O)c3ccc(Br)cc3)n3nc(C)nc3c2cc1OC	11	-2	0.5	3	3	-3	-7	9	-9
CC(SC1=NCCS1)C(=O)Nc1nnc(-c2ccc(Br)cc2)s1 (centres undefined)	-13	-3	0.4	2	0	1	-3	1	-4
S=C(NCc1ccc(Cl)cc1)Nc1ccccc1	-9	10	8.6	1	11	2	-5	10	-4
CCOCCCn1c(SCC(=O)NCc2ccco2)nc2c(sc3ccccc32)c1=O	2	1	3.1	8	10	1	-12	9	-12
Cc1ccc(N2C(=O)C3C4C=CC(CC4)C3C2=O)c([N+](=O)[O-])c1 (centres undefined)	3	5	0.4	-7	1	-2	-5	-3	1
Cc1nc2c(c(C)nn2-c2ccccc2)c(C)c1CCC(=O)NCCCOC(C)C	-5	6	2.1	-9	3	-1	-2	4	-1
COc1ccc(CNC(=S)Nc2ccccc2)cc1	-3	10	0.8	2	2	5	-1	-4	-5
CC1(C(=O)NC2CCCC2)CCC(=O)N1Cc1ccccc1Cl (centres undefined)	8	6	0.5	-8	1	-5	2	11	11
O=C1OC(c2ccccc2)(c2ccccc2)c2ccsc21	-8	20	0.0	-12	-3	-4	0	7	-11
COC(=O)Nc1ccc(S(=O)(=O)NCCO)cc1	10	17	0.7	-8	0	0	2	7	-2
O=C1CC(N(Cc2ccco2)C(=O)Nc2ccc(F)cc2)C(=O)N1c1ccc(F)cc1 (centres undefined)	-3	12	3.9	-5	11	2	-13	-2	-15
CC(c1ccccc1)C1C(C#N)=C(N)SC(N)=C1C#N (centres undefined)	-6	11	1.8	-7	5	3	7	-3	1
CC(C)C1Nc2ccc(S(N)(=O)=O)cc2C2C=CCC21 (centres undefined)	0	18	1.2	-5	1	1	0	4	-1
Cc1ccc(OC(=O)CCC(=O)N2CCc3ccccc32)cc1	2	13	0.0	-1	-1	-1	5	6	1
CC1(C(=O)OCC(=O)Nc2ccc(C(N)=O)cc2)CC1(Cl)Cl (centres undefined)	-12	18	1.2	-19	0	-2	8	1	8
COc1cc2c(c(Br)c1N)-c1cc(Br)c(N)cc1C2=O	1	8	0.2	-8	3	-1	3	7	-4
Cc1ccc([C@H]2C[C@@H](n3cc(COC(=O)c4ccccc4)nn3)[C@H](O)CN2C(=O)C2CCCCC2)cc1	-2	-3	0.4	0	6	2	-2	-11	4
O=C(NCCc1ccccc1)C(=O)NCC1CCCO1 (centres undefined)	-2	16	0.9	-22	0	1	-1	3	-4
O=c1[nH]cnc(O)c1C(c1ccc(F)cc1)c1c(O)nc[nH]c1=O	-3	-16	-0.2	7	0	1	4	2	5
COc1ccc(N2C(=O)/C(=C\c3ccco3)N=C2SCC(=O)NC(C)C)cc1Cl	-1	15	0.7	-7	1	2	1	-1	3
O=C(CSc1nc2ccccc2c(=O)n1C1CC1)NCc1ccccc1	7	-2	0.6	2	2	1	-6	-7	1
COC(=O)CSc1nc2nc(-c3cccs3)cc(C(F)(F)F)c2c(=O)[nH]1	0	5	0.8	-12	1	-2	-2	2	-3
COC(=O)[C@H]1C[C@@H]1[C@H](NS(=O)(=O)c1ccc2ccccc2c1)c1ccccc1	-8	10	0.0	-6	-1	-3	6	10	5
Cc1ccccc1NC(=O)CC1SC(=O)N(c2ccccc2)C1=O (centres undefined)	-1	-4	0.5	12	2	0	-3	12	-7
CC1CCCC(C)N1C(=O)Cn1cnc2cc([N+](=O)[O-])ccc2c1=O (centres undefined)	-2	12	1.4	1	2	-1	-4	-5	-2
CN(CCOc1ccccc1)CC(=O)Nc1cccc(Br)c1	-2	16	0.1	-9	0	-3	-4	6	4
Cc1[nH]c2ccccc2c1CCO	-11	0	-0.4	-2	0	-2	0	3	-2
O=C(NC1CCCCCCC1)c1cc(COc2ccc3ncccc3c2)on1	34*	2	11	29*	13	-4	-26	36*	-33
Cc1cccc2sc(NC(=O)CN(C)S(=O)(=O)c3cccs3)nc12	1	11	8.9	0	19	4	-10	2	-13
CCn1cc(C(=O)O)c(=O)c2cc(F)c(N3CCN(C(=S)NC(=O)c4ccccc4F)CC3)cc21	-3	20	1.6	-8	1	1	9	5	5
CC1Oc2ccccc2N(CC(=O)N2CCCc3ccccc32)C1=O (centres undefined)	-7	28	2.2	-14	3	-5	0	-5	4
Cn1cccc1C(=O)NCC1COc2ccccc2O1 (centres undefined)	7	0	0.3	1	1	1	3	0	7
COC(=O)CCCC1=CC2=CC(=O)C(C)(OC(=O)c3cccs3)C(=O)C2=CN1Cc1ccccc1 (centres undefined)	4	27	1.1	-11	1	-3	10	9	-3
Cc1cccc(C)c1CC(=O)N1CCOCC1	-4	-17	0.4	8	2	5	4	-1	7
COc1ccc(S(=O)(=O)NCC(=O)NCCc2ccc(OC)c(OC)c2)cc1	1	18	1.5	-5	1	-1	0	6	1
Cc1cccc(CSc2ncc(CO)n2C)c1	6	-1	-0.1	7	0	1	-3	-1	0
C/C(=C\C(=O)c1c(O)cc(C)oc1=O)N(C)C	3	16	4.3	-5	12	-1	-4	19	-12
Cn1cc(/C=N/n2cnc3scc(-c4ccccc4)c3c2=O)c2ccccc21	3	22	0.9	-9	1	-8	0	0	6
CC(C)OC(=O)C(C#N)c1nc2ccccc2nc1N1CCN(Cc2ccccc2)CC1 (centres undefined)	0	16	0.2	-11	0	-1	0	2	4
O=C(NCCCN1CCCCCC1)C1CCCN(S(=O)(=O)c2cccc3nsnc23)C1 (centres undefined)	5	19	0.0	-11	-1	-12	-17	2	-2
COCC1CCN(C(=O)CCc2nnc(C3(c4ccc(Cl)cc4)CCC3)o2)C1 (centres undefined)	7	5	0.8	-2	1	-6	-4	6	-1
C=C(C)CSc1nc2nc(C)c(Br)cc2[nH]1	-22	19	1.0	0	-2	-8	5	-4	2

For reference, 14 of the compounds above:
SMILES	CHRM4 antagonist	CHO-K1 Ca PAM	CHO-K1 Ca ag	CHO-K1 Ca antag	CHRM4 agonist	CHRM5 agonist	CHRM4 PAM	CHRM5 antagonist	M5 PAM
CN(CCOc1ccccc1)CC(=O)Nc1cccc(Br)c1	-2	16	0.1	-9	0	-3	-4	6	4
Cc1[nH]c2ccccc2c1CCO	-11	0	-0.4	-2	0	-2	0	3	-2
O=C(NC1CCCCCCC1)c1cc(COc2ccc3ncccc3c2)on1	34*	2	11	29*	13	-4	-26	36*	-33
Cc1cccc2sc(NC(=O)CN(C)S(=O)(=O)c3cccs3)nc12	1	11	8.9	0	19	4	-10	2	-13
CCn1cc(C(=O)O)c(=O)c2cc(F)c(N3CCN(C(=S)NC(=O)c4ccccc4F)CC3)cc21	-3	20	1.6	-8	1	1	9	5	5
CC1Oc2ccccc2N(CC(=O)N2CCCc3ccccc32)C1=O (centres undefined)	-7	28	2.2	-14	3	-5	0	-5	4
Cn1cccc1C(=O)NCC1COc2ccccc2O1 (centres undefined)	7	0	0.3	1	1	1	3	0	7
COC(=O)CCCC1=CC2=CC(=O)C(C)(OC(=O)c3cccs3)C(=O)C2=CN1Cc1ccccc1 (centres undefined)	4	27	1.1	-11	1	-3	10	9	-3
Cc1cccc(C)c1CC(=O)N1CCOCC1	-4	-17	0.4	8	2	5	4	-1	7
COc1ccc(S(=O)(=O)NCC(=O)NCCc2ccc(OC)c(OC)c2)cc1	1	18	1.5	-5	1	-1	0	6	1
Cc1cccc(CSc2ncc(CO)n2C)c1	6	-1	-0.1	7	0	1	-3	-1	0
C/C(=C\C(=O)c1c(O)cc(C)oc1=O)N(C)C	3	16	4.3	-5	12	-1	-4	19	-12
Cn1cc(/C=N/n2cnc3scc(-c4ccccc4)c3c2=O)c2ccccc21	3	22	0.9	-9	1	-8	0	0	6
CC(C)OC(=O)C(C#N)c1nc2ccccc2nc1N1CCN(Cc2ccccc2)CC1 (centres undefined)	0	16	0.2	-11	0	-1	0	2	4

Bioassay records: PubChem BioAssay, The Scripps Research Institute Molecular Screening Center
